RPL19A TOR yeast – RPL19A-GFP expression modulators in yeast, primary screen, cell-based, S. cerevisiae, multiplex flow cytometry, MLPCN; percent response vs DMSO, % at 10 µM; S. cerevisiae RPL19A-GFP strain, 3 h; hits give low values; 330,000 compounds, 0.3% hits;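 active means percent response vs DMSO below 50%; inconclusive means fewer than 70 events counted for the yeast strain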;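 further: median channel GFP fluorescence of the barcoded RPL19A-GFP strain; ratio of sample median GFP to plate DMSO average so 100% = DMSO; lower means less RPL19A-GFP as with rapamycin TOR inhibition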
Efflux pump inh – inhibitors of Candida efflux pumps in yeast, primary screen, S. cerevisiae, Nile Red, multiplex | inhibition, % at 10 µM | 330,000 compounds, 0.44% hits | S. cerevisiae Candida pump triplex | AID 485275, 2010;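 active means plate passing quality check with inhibition over a set limit, or well fluorescence over plate mean plus 4 SD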;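 further: Nile Red retained in pooled yeast measured as flow cytometry median fluorescence; 0% = buffer negative control and 100% = Enniatin B positive control; higher means more Nile Red kept so more efflux inhibition; some compounds called inactive have numbers as strong as hits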
CR mimetic SO – reduction of superoxide in aged yeast, primary screen, HTS | superoxide response (% of plate mean), % at 10 µM | 330,000 compounds, 0.18% hits | S. cerevisiae aged cells, superoxide DHE fluorescence; hits give low values;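 active means superoxide response under a set limit, about three screen SD below normal, cut at about 65% in these data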;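 further: yeast aged for seven days with compound at 30 °C before DHE staining; 100% = average MFI of all compound-treated wells on the plate with controls excluded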
CIT2-GFP yeast – modulators of CIT2-GFP expression in yeast, primary screen, S. cerevisiae, GFP fusion, multiplex flow cytometry, MLPCN library | S. cerevisiae CIT2-GFP strain, 3 h; 100 means same as DMSO wells | GFP response vs DMSO, % at 10 µM | 320,000 compounds, 0.065% hits | AID 2029, 2009;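 active means GFP response relative to DMSO above a set limit, near the screen mean plus 3 SD, cut at about 150% in these data; inconclusive means Fewer than 70 cells measured for a yeast strain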;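 further: ratio of well median GFP fluorescence to mean of DMSO wells on the plate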
AHR activator – AHR activators, primary screen, cell-based, luminescence, luciferase reporter, human. Aryl hydrocarbon receptor (Homo sapiens), P35869. AHR-responsive luciferase reporter cells. activation, % at 5 µM. 320,000 compounds, 2.5% hits; in the data active means activation above about 47%;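 further: 0% = vehicle wells and 100% = reference agonist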
Target sequence (P35869 whole entry, looked up): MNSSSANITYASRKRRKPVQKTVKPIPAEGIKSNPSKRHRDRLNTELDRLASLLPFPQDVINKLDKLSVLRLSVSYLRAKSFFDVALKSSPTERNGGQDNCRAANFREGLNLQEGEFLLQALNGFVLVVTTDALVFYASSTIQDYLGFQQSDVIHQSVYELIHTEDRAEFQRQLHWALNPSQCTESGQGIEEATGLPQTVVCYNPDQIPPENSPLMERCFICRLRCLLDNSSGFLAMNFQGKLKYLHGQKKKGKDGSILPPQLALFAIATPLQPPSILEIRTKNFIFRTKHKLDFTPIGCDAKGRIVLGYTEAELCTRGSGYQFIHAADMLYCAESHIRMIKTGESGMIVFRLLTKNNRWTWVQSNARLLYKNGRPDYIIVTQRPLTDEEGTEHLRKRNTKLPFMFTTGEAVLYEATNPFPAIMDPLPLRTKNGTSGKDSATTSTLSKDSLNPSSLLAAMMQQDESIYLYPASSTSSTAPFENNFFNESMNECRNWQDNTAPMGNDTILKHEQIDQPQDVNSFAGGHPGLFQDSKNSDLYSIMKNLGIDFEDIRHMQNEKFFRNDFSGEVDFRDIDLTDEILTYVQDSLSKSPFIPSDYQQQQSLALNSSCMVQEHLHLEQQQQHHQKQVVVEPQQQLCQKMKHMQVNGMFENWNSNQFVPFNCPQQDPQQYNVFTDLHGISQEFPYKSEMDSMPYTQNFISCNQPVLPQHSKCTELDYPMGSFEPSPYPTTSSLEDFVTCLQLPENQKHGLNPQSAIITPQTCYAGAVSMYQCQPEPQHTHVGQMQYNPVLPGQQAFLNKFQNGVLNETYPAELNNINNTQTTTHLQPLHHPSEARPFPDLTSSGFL
MEP2 TOR yeast – modulators of MEP2-GFP levels in yeast, primary screen, S. cerevisiae, multiplex flow cytometry, MLPCN library; S. cerevisiae MEP2-GFP strain, 3 h; 100% = DMSO control level; GFP response vs DMSO, % at 10 µM; 330,000 compounds, 0.51% hits; AID 2016, 2009;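 active means GFP response versus DMSO above a set limit, roughly screen mean plus 3 SD, cut at about 180% in these data; inconclusive means fewer than 70 cells counted for a yeast strain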;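 further: median GFP fluorescence of the barcode-gated MEP2-GFP cells per well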
LAP4-GFP MLPCN – modulators of LAP4-GFP expression in yeast, primary screen, S. cerevisiae, multiplex flow cytometry, MLPCN library; 320,000 compounds, 0.34% hits; 3 h; median GFP as percent of DMSO wells; GFP response vs DMSO, % at 10 µM; AID 2023, 2009;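 active means GFP response vs DMSO above a set limit, about the screen mean plus 3 SD, cut at about 150% in these data; inconclusive means under 70 cell events counted for the yeast strain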
AGP1-GFP MLPCN – modulators of AGP1-GFP expression in yeast TOR pathway, primary screen, cell-based, multiplex flow cytometry, S. cerevisiae, MLPCN library; 3 h; GFP as percent of DMSO wells; GFP response vs DMSO, % at 10 µM; 320,000 compounds, 0.02% hits; AID 2066, 2009;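 active means GFP response relative to DMSO above a set limit, near screen average plus 3 SD, cut at about 150% in these data; inconclusive means fewer than 70 cells counted for the yeast strain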;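 further: median GFP channel fluorescence of the gated AGP1 strain per well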
Numbers without * were called inactive; ? = inconclusive; nt = not tested or not shown; [ ] = another dose, or the depositor's remark.

(1) COc1ccc(CC(=O)OCN2C(=O)c3ccccc3C2=O)cc1
(2) COc1cc(CNCCO)ccc1OC1CCCC1
(3) CC(C)(C)C1CCC(C(=O)Nc2cccnc2)CC1 (stereo not drawn)
(4) CCOc1ccc(C(=O)Nc2ccc(-c3nc4ccccc4[nH]3)cc2)cc1[N+](=O)[O-]
(5) Cc1ccc(S(=O)(=O)NCC(=O)N(CC2CCCO2)C(C(=O)NC2CCCC2)C(C)C)cc1 (stereo not drawn)
(6) COc1ccc(-c2cc3ccccc3nc2N)cc1OC
(7) Cc1c(C)c2ccc(OC(C)C(=O)N3CC[C@@]4(O)CCCC[C@H]4C3)c(C)c2oc1=O (stereo partly drawn)
(8) O=C(O)CC1(CC(=O)Nc2ccc3ccccc3n2)CCCCC1

Compound	1	2	3	4	5	6	7	8
RPL19A TOR yeast	95	95	91	102	101	98	96	90
Efflux pump inh	0.1	-0.2	0.3	-0.2	0.1	-0.1	-0.2	-0.1
CR mimetic SO	104	106	103	100	89	98	102	108
CIT2-GFP yeast	95	99	87	97	100	95	92	99
AHR activator	0	1	1	6	-5	1	0	-1
MEP2 TOR yeast	102	96	100	98	99	102	92	92
LAP4-GFP MLPCN	100	96	96	89	98	87	100	97
AGP1-GFP MLPCN	98	92	87	101	104	94	97	97

(9) CCCCc1ccc(-n2c(Cc3cccs3)n[nH]c2=S)cc1
(10) O=[N+]([O-])c1ccc(CSc2nnc(-c3cccnc3)o2)cc1
(11) O=C(Nc1nc2c(cc3c4c(cccc42)CC3)s1)c1ccccc1Cl
(12) CN1CCN(C2=Nc3ccccc3Oc3ccc(Cl)cc32)CC1
(13) CCc1nnc(NC(=O)CCC(=O)NCc2ccc(OC)cc2)s1
(14) O=C(Cc1ccc(Cl)cc1)Nc1ccc(NC(=O)c2ccccc2)cc1
(15) COc1ccc2[nH]cc(CCNS(=O)(=O)c3ccc(NC(C)=O)cc3)c2c1
(16) Clc1ccc2nc(-c3ccc(Cl)nc3)[nH]c2c1

Compound	9	10	11	12	13	14	15	16
RPL19A TOR yeast	103	104	108	97	100	101	100	100
Efflux pump inh	0.0	0.0	-0.1	0.0	-0.1	0.3	-0.1	0.2
CR mimetic SO	78	96	98	99	91	89	83	103
CIT2-GFP yeast	101	98	104	85	100	104	108	97
AHR activator	2	nt	46	2	0	-2	5	87*
MEP2 TOR yeast	102	105	110	92	114	96	100	111
LAP4-GFP MLPCN	88	89	104	105	111	99	96	101
AGP1-GFP MLPCN	93	101	102	89	105	105	107	101

Complete entries, quoted from the list. Order of values: RPL19A TOR yeast	Efflux pump inh	CR mimetic SO	CIT2-GFP yeast	AHR activator	MEP2 TOR yeast	LAP4-GFP MLPCN	AGP1-GFP MLPCN
Cc1c(C)c2ccc(OC(C)C(=O)N3CC[C@@]4(O)CCCC[C@H]4C3)c(C)c2oc1=O (stereo partly drawn) in the list: 96	-0.2	102	92	0	92	100	97
CC(C)(C)C1CCC(C(=O)Nc2cccnc2)CC1 (stereo not drawn) in the list: 91	0.3	103	87	1	100	96	87
CCOc1ccc(C(=O)Nc2ccc(-c3nc4ccccc4[nH]3)cc2)cc1[N+](=O)[O-] in the list: 102	-0.2	100	97	6	98	89	101

Next compounds:
(17) O=C(CSc1ccc(Cl)cc1)Nc1ccccc1N1CCN(C(=O)c2ccccc2)CC1
(18) Cc1cccc(C)c1OCC(=O)N(Cc1ccco1)C1CCS(=O)(=O)C1 (stereo not drawn)
(19) O=C(OCc1ccc(COC(=O)c2ccccn2)cc1)c1ccccn1
(20) CCC(COC)NCc1cn(-c2ccc(OC)cc2)nc1-c1cccc(F)c1 (stereo not drawn)
(21) Fc1ccc(CO/N=C/C2=C(Cl)c3ccccc3CC2)cc1
(22) Cc1[nH]c2ccc(OC(=O)N3CCOCC3)cc2c1C(=O)OC(C)C
(23) CC(=O)[C@@]1(O)CC[C@H]2[C@@H]3C[C@H](C)C4=CC(=O)C=C[C@]4(C)[C@@]3(F)[C@@H](O)C[C@@]21C
(24) CCN(CC)S(=O)(=O)c1ccc(S(=O)(=O)N2CCN(C(=O)c3ccco3)CC2)cc1

Compound	17	18	19	20	21	22	23	24
RPL19A TOR yeast	99	96	95	99	nt	nt	97	97
Efflux pump inh	-0.1	0.1	0.0	0.0	0.3	0.2	-0.1	-0.1
CR mimetic SO	119	111	97	99	104	108	106	106
CIT2-GFP yeast	98	94	102	101	100	107	85	99
AHR activator	0	-1	-3	9	1	21	11	-1
MEP2 TOR yeast	99	98	106	111	101	105	95	99
LAP4-GFP MLPCN	96	104	101	109	100	104	102	92
AGP1-GFP MLPCN	99	100	107	100	101	106	85	98

(25) Cc1cccc(NC(=O)c2cccnc2Cl)n1
(26) Cc1ccccc1OCCOC(=O)c1nc2nccc(C)n2n1
(27) Cc1ccc(NC(=O)c2ccccc2Br)cc1S(=O)(=O)N(C)C
(28) O=[N+]([O-])c1ccc(O)c(NC(=S)Nc2ccccc2)c1
(29) CCCC(CCC)C(=O)OC1C[C@H]2CC[C@@H](C1)[N+]2(C)C (stereo partly drawn)
(30) C#CCOCCOCCOCCNc1nc(N2CCN(C(=O)[C@H](CCCCN)n3cc([C@@H](N)[C@H](C)CC)nn3)CC2)nc(N2CCN(C(=O)[C@H](CCC(=O)O)n3cc([C@@H](N)CCCCN)nn3)CC2)n1
(31) O=C(c1ccccc1Cl)N1CCN(S(=O)(=O)c2cccs2)CC1
(32) O=C(NCCN1CCOCC1)c1cc(-c2cccs2)on1

Compound	25	26	27	28	29	30	31	32
RPL19A TOR yeast	107	94	101	90[may fluoresce violet]	86	97	100	95
Efflux pump inh	0.0	0.0	0.1	0.4	0.0	0.0	1.3	-0.1
CR mimetic SO	101	111	113	102	105	101	96	87
CIT2-GFP yeast	104	87	87	?	75	89	105	106
AHR activator	-2	-2	2	18	-1	0	1	62*
MEP2 TOR yeast	104	86	102	313*[may fluoresce violet]	93	97	96	96
LAP4-GFP MLPCN	108	109	105	78[may fluoresce violet]	111	99	97	95
AGP1-GFP MLPCN	106	97	100	22[may fluoresce violet]	76	92	105	95

(33) Cc1ccc(O)c(NC(=O)c2noc(C(C)C)c2[N+](=O)[O-])c1
(34) COc1cc(-c2noc(CCCC(=O)NCc3ccccc3)n2)cc(OC)c1OC
(35) CCSc1nc(N2CCOCC2)c2c(c1C#N)CC(C)(C)N(C)C2
(36) CCn1c(SCC(=O)NC2CCCCC2)nnc1-c1cc2cccc(OC)c2o1
(37) Cc1ncc([N+](=O)[O-])n1CC(=O)Nc1cc(Cl)ccc1Cl
(38) CC(C)(C)c1cc2nc(N)nc(N)n2n1
(39) CCOC(=O)CCCNC(=O)COC(=O)c1cc2ccccc2cc1O
(40) CC(=O)N1CCN(c2ccc(NCc3ccc(Br)o3)cc2)CC1

Compound	33	34	35	36	37	38	39	40
RPL19A TOR yeast	89	98	95	95	103	105	100	94
Efflux pump inh	-0.2	0.1	0.2	-0.1	0.0	-0.1	-0.1	0.1
CR mimetic SO	101	108	95	81	114	93	91	111
CIT2-GFP yeast	97	96	87	104	100	99	nt	85
AHR activator	9	-2	3	1	1	6	7	0
MEP2 TOR yeast	97	97	96	104	100	107	106	98
LAP4-GFP MLPCN	112	99	95	102	92	104	95	94
AGP1-GFP MLPCN	93	91	99	102	102	93	102	94

(41) COc1ccc(C(=O)NNC(=O)c2ccccc2[N+](=O)[O-])cc1Br
(42) CC(=O)N1CCc2cc(Br)cc(S(=O)(=O)N3CCCCC3)c21
(43) COCC(=O)NC1CCN(C(=O)Nc2ccc(Br)cc2)CC1
(44) CN(c1cccc(NC(=O)CN2C(=O)c3ccccc3S2(=O)=O)c1)S(C)(=O)=O
(45) COc1ccc(NC(=O)Cc2cccc(F)c2)cc1S(=O)(=O)Nc1ccccc1Cl
(46) NS(=O)(=O)c1ccc(CNC(=O)/C=C/c2cccc([N+](=O)[O-])c2)cc1
(47) CCc1ccc(NC(=O)CSc2ccc(-c3cccnc3)nn2)cc1
(48) O=C(Nc1nccs1)c1cc(S(=O)(=O)N2CCOCC2)ccc1Cl

Compound	41	42	43	44	45	46	47	48
RPL19A TOR yeast	99	95	100	100	111	102	92	97
Efflux pump inh	0.0	0.2	0.1	0.0	0.1	0.0	0.0	0.0
CR mimetic SO	99	109	89	102	97	107	101	104
CIT2-GFP yeast	101	95	93	107	100	105	88	98
AHR activator	-2	0	2	2	1	0	20	4
MEP2 TOR yeast	101	90	98	104	108	108	98	103
LAP4-GFP MLPCN	87	101	100	108	88	105	104	102
AGP1-GFP MLPCN	91	91	97	101	105	107	88	97

(49) CC(C)CCNC(=O)CN(C(=O)CCC(=O)Nc1ccccn1)c1ccc2c(c1)OCO2
(50) N#CC(C(=O)c1ccccc1Cl)=C1SCCCS1
(51) Cc1cc(C(F)F)nn1CC(=O)NCc1ccccc1F
(52) Cc1ccc(CN2CCN(Cc3cn[nH]c3-c3ccccc3)CC2CCO)o1 (stereo not drawn)
(53) C[N+]1(CC#CC(O)(c2ccccc2)c2ccccc2)CCCC1
(54) COc1ccc(N(CC(O)CN2C(=O)NC(C)(C)C2=O)S(=O)(=O)c2ccccc2)cc1 (stereo not drawn)
(55) O=C(Nc1ccccc1)OCC1CCCO1 (stereo not drawn)
(56) CCOC(=O)N1N=C(c2ccccc2)CC1(O)C(C)(F)F (stereo not drawn)

Compound	49	50	51	52	53	54	55	56
RPL19A TOR yeast	96	102	104	106	100	102	98	99
Efflux pump inh	0.0	-0.1	0.2	0.4	-0.8	0.0	0.0	0.1
CR mimetic SO	101	89	101	90	93	91	98	98
CIT2-GFP yeast	99	nt	93	103	98	115	86	98
AHR activator	10	-2	19	4	5	1	6	14
MEP2 TOR yeast	103	85	100	106	96	98	92	99
LAP4-GFP MLPCN	94	nt	96	94	88	101	95	105
AGP1-GFP MLPCN	101	nt	nt	101	96	97	89	103

(57) O=C(CC1CCCCC1)N1CCC(c2nc(-c3ccc(S(=O)(=O)N4CCCC4)cc3)no2)CC1
(58) COc1ccc2cc(C(=O)N3CCOCC3)sc(=O)c2c1OC
(59) COc1cc(/C=N/NC(=O)C(=O)NCc2ccco2)ccc1O
(60) Cc1ccc(S(=O)(=O)CCN2CCC(O)(c3ccccc3)CC2)cc1
(61) OC1CCN(Cc2cn(Cc3ccccc3)nc2-c2cc3ccccc3o2)CC1
(62) COc1ccc(C(=O)Nc2c(O)ccc3ccccc23)cc1OC
(63) CCc1ccccc1NC(=O)CSc1nc2ccccc2n1CC(=O)N1CCCC1
(64) COc1ccc(C)cc1NC(=O)C1CCCN(S(=O)(=O)c2ccc(-n3cnnn3)cc2)C1 (stereo not drawn)
(65) CCOC(=O)C1CCN(C(=O)CCc2c(C)nc3ncnn3c2C)CC1
(66) COc1ccccc1CNC(=O)c1csc2c1CCCC2
(67) N#Cc1ccccc1OCc1nnc(-c2ccccc2Br)o1

Compound	57	58	59	60	61	62	63	64	65	66	67
RPL19A TOR yeast	95	100	106	103	92	43*[may fluoresce violet]	94	104	103	98	99
Efflux pump inh	0.0	-0.2	-0.2	-0.1	-0.1	-0.2	-0.1	0.1	-0.1	0.0	0.6
CR mimetic SO	123	85	91	109	100	98	96	122	101	89	99
CIT2-GFP yeast	91	106	120	100	92	?	99	100	96	93	90
AHR activator	1	3	5	-1	8	53*	6	3	5	2	8
MEP2 TOR yeast	96	96	112	106	102	489*[may fluoresce violet]	95	102	106	102	107
LAP4-GFP MLPCN	95	97	83	108	105	105[may fluoresce violet]	90	92	114	95	97
AGP1-GFP MLPCN	99	102	107	94	93	?	102	97	105	92	95
